Compound activity: PubChem, National Center for Advancing Translational Sciences (NCATS)
TRb SRC2 PPI: disrupts binding of human TR beta to SRC2; P10828; TRbeta-SRC2 peptide binding, fluorescence polarization; receptor liganded with 1 µM T3; Potency, µM (doses to about 106 µM), inactives show at the highest dose activity change, negative = inhibition, hits mostly inhibitors; 280,000 tested, 0.065% active;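 note: plate controls were bound peptide for no effect and peptide without receptor for full effect; nearly all actives have a fitted effect of over 50% in size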
Target sequence (P10828 whole entry, looked up): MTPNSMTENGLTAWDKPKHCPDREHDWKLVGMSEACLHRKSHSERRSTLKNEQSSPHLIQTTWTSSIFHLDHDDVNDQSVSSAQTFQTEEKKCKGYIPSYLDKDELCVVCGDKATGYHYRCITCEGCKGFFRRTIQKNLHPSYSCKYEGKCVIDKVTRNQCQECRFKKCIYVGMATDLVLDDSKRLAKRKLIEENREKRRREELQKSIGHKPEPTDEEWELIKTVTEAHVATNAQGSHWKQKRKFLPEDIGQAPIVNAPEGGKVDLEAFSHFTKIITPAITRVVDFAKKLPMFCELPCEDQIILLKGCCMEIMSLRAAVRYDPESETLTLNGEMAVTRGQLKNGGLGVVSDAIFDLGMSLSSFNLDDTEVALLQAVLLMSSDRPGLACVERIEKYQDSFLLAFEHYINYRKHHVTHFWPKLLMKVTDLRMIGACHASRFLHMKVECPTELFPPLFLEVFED
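TRb LBD 0.6 uM + Texas Red SRC2 peptide 20 nM, 1 uM T3, Tris buffer w/ 5% DMSO; compound pinned, 5 h RT; FP read ex 555/em 632; normalized to unbound and bound controls.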
GAA inh: alpha-glucosidase (human) inhibition. 200,000 tested, 0.005% active. purified human GAA, 4-MU-alpha-glucoside fluorescence. Potency, µM (series often up to 76.9 µM), inactives show at the highest dose activity change, negative = inhibition, hits mostly inhibitors. P10253;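 note: plate controls were uninhibited enzyme wells for no effect and no-enzyme background for full effect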
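Activity normalized between no-enzyme (basal) and enzyme-only wells. Conditions: 4 nM human enzyme, 400 uM fluorogenic substrate, citrate/phosphate pH 5.0 with Tween-20, 20 min room temperature, compounds up to 77 uM.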
RECQ1 helicase: RECQ1 (human) helicase inhibition. Potency, µM (titrated, usually from 57.3 µM), for inactives: at the highest dose activity, negative = inhibition, most hits filed as inhibitors. AID 2549. P46063. 240,000 tested, 0.54% active. RECQ1 DNA unwinding, red fluorescence kinetic read;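 note: plate controls were vehicle for no effect and no enzyme for full effect; nearly all actives have a fitted effect of over 30% in size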
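RECQ1T1 50 nM; forked duplex (20 bp + 30-nt ss tails) 200 nM, ATP 2 mM final; pH 8.0, 2 mM MgCl2, 2.5 ug/ml poly(dI-dC); 15 min compound preincubation; discontinuous kinetic read over 2 h at RT.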
aGlu spleen mod: inhibitors or activators of human alpha-glucosidase in spleen homogenate. human spleen homogenate, 4-MU-alpha-glucoside fluorescence. Potency, µM (series often up to 79.9 µM), for the others: top-dose activity change, negative = inhibition, most hits filed as inhibitors. 240,000 tested, 0.006% active. AID 2112;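 note: 0% = enzyme with vehicle and -100% = no enzyme basal signal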
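Enzyme source: human spleen homogenate, 1 ug/well. Buffer 50 mM citric acid/K phosphate pH 5.0, 0.01% Tween-20. 4-MU-alpha-glucoside 1 mM; 37 C x 40 min; NaOH/glycine stop; fluorescence.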
GoLoco inh red: RGS12 GoLoco-Gai1 interaction inhibition. AID 880. P63096. Gai1:RGS12 GoLoco peptide FP, rhodamine, 10 min. Potency, µM (top dose mostly 61.6 µM), without a hit: at the top dose activity, negative = inhibition, hits mostly inhibitors. 230,000 tested, 0.44% active; active = well fitted inhibition curve with a large enough effect, not every such curve was filed as active; inactive = no such curve, though single readings can be large or run the other way; note: nearly all actives have a fitted effect of over 30% in size; many of its hits are not listed in these tables
Target sequence (P63096 whole entry, looked up): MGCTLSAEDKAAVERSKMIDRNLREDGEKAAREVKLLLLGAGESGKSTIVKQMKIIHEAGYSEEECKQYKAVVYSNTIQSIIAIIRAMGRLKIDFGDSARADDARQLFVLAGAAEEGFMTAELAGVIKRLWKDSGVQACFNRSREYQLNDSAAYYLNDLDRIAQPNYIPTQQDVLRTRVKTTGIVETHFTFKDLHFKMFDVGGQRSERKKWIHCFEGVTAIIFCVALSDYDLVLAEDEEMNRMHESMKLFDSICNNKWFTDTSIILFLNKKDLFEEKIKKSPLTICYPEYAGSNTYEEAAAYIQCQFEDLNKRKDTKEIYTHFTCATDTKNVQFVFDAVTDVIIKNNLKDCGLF
L3MBTL1 inh: L3MBTL1 (human) inhibition. Q9Y468. AlphaScreen L3MBTL1–H3K9me1 peptide binding. Potency, µM (doses to about 57.1 µM), for inactives: top-dose activity, negative = inhibition, actives largely listed as inhibitors. 230,000 tested, 0.66% active; note: nearly all actives have a fitted effect of over 60% in size
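Read-out is AlphaScreen signal from streptavidin donor and nickel chelate acceptor beads (10 ug/mL final each) bridging L3MBTL1 (50 nM) and biotinylated K9-monomethylated H3(1-15) peptide (75 nM), after 30 min compound exposure at room temperature.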
GAA glycogen mod: alters human alpha-glucosidase cleavage of glycogen. P10253. recombinant GAA, glycogen substrate, Amplex Red glucose oxidase fluorescence. Potency, µM (doses to about 76.4 µM), without a hit: top-dose activity change, negative = inhibition, most hits filed as inhibitors. 300,000 tested, 0.38% active;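 note: 0% = full enzyme reaction and -100% = no-enzyme basal signal; the screen sought inhibitors and activators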
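Natural-substrate format: glycogen cleavage by 4 nM human enzyme, glucose read by Amplex Red coupling (Ex 573, Em 610 nm). Normalized to enzyme and no-enzyme controls.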
TR SRC2 fluor cs: counter-screen for TRb-SRC2 inhibitors: fluorescence interference; TRb/SRC2 Texas Red total fluorescence interference; Potency, µM (highest dose often 106 µM), for inactives: top-dose fluorescence change, negative = quenching; 280,000 tested, 0.29% active; AID 1479; active = well fitted curve in either direction with a large enough effect; inconclusive = small, poorly fitted or top-dose-only effect
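Flags fluorescent or light-absorbing compounds by total fluorescence, S + 2P, at 555 nm excitation and 632 nm emission. Mixture: 20 nM Texas Red SRC2 peptide, 0.6 uM human TRb LBD, 1 uM T3, 5% DMSO; compound exposure 5 h at ambient temperature.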
* = called active by the depositor; i = inactive; ? = inconclusive; . = not tested or not shown; & = joins results of further samples; ! = not confirmed by another sample; [ ] = remark or other dose. Unless noted, calls come from the whole dose curve; as a rule, active = well fitted curve in the direction sought with a large enough effect; inconclusive = small, poorly fitted or top-dose-only effect, or another doubt; inactive = no such curve, though single readings can be large; an effect the other way counts as inactive or inconclusive. Unless noted, % is set by controls: 0 for no effect and ±100 for the full control effect; potency is the fitted concentration of half-maximal effect. This is a subset. The share of hits here may be higher or lower than overall.

[1] CCn1c(SCC(=O)N/N=C/c2c[nH]c3ccccc23)nnc1-c1ccc(Cl)cc1
[2] COc1ccc(N2CC(C(=O)Nc3cccc(C)n3)CC2=O)cc1 (centres undefined)
[3] O=C1c2ccccc2-c2n[nH]c(=O)c3ccc(N4CCCCC4)c1c23
[4] N#C/C(=C/c1ccncc1)c1nc2ccccc2c(=O)[nH]1
[5] CCOC(=O)C1CCN(C(=O)c2cn(-c3ccccc3)nc2-c2cccnc2)CC1
[6] Cc1cc(Cl)ccc1OCCCC(=O)NO
assay / compound	1	2	3	4	5	6
TRb SRC2 PPI	6%	8%	5%	-5%	2%	-20%
GAA inh	-2%	-2%	-1%	.	-7%	0%
RECQ1 helicase	-14%	2%	-2%	-10%	-4%	i
aGlu spleen mod	?	5%	-18%	8%	5%	-3%
GoLoco inh red	5%	-3%	8%	-4%	-2%	4%
L3MBTL1 inh	0%	-28%	.	.	4%	1%
GAA glycogen mod	9%	12%	2%	3%	-12%	-9%
TR SRC2 fluor cs	2%	3%	-9%	0%	-4%	-2%

As entered above.
O=C1c2ccccc2-c2n[nH]c(=O)c3ccc(N4CCCCC4)c1c23 – GAA glycogen mod = 2%
CCn1c(SCC(=O)N/N=C/c2c[nH]c3ccccc23)nnc1-c1ccc(Cl)cc1 – GAA inh = -2%
N#C/C(=C/c1ccncc1)c1nc2ccccc2c(=O)[nH]1 – GAA glycogen mod = 3%
COc1ccc(N2CC(C(=O)Nc3cccc(C)n3)CC2=O)cc1 (centres undefined) – GAA inh = -2%
Cc1cc(Cl)ccc1OCCCC(=O)NO – L3MBTL1 inh = 1%

More entries follow.
[7] Cc1cc(NS(=O)(=O)c2ccc(NC(=O)C(C)Oc3ccc(Cl)cc3)cc2)no1 (centres undefined)
[8] CCOc1ccc(CN(C)CC(=O)Nc2cccc(C)c2)cc1OC
[9] Cc1ccccc1SCC(=O)N1CCN(c2ccc(C(F)(F)F)cn2)CC1
[10] Cn1c(=O)[nH]c(=O)c2c1nc(NCCc1ccccc1)n2CC(O)COc1ccccc1 (centres undefined)
[11] Oc1ccc(C(c2nnnn2C2CCCC2)N2CCc3ccccc3C2)cc1 (centres undefined)
[12] CC(C)(C)NC(=O)C(c1cccs1)N(Cc1cccs1)C(=O)c1csnn1 (centres undefined)
assay / compound	7	8	9	10	11	12
TRb SRC2 PPI	10%	-10%	-15%	13%	7%	1%
GAA inh	-5%	-4%	-2%	3%	-1%	4%
RECQ1 helicase	27%	-13%	-9%	-9%	-5%	-6%
aGlu spleen mod	-2%	0%	-6%	-1%	-5%	1%
GoLoco inh red	5%	4%	-26%	5%	-5%	8%
L3MBTL1 inh	1%	17%	9%	4%	0%	2%
GAA glycogen mod	6%	7%	-3%	1%	-4%	18%
TR SRC2 fluor cs	0%	0%	?	0%	1%	-1%

Only aGlu spleen mod, for some of the entries so far:
#	smiles	aGlu spleen mod
11	Oc1ccc(C(c2nnnn2C2CCCC2)N2CCc3ccccc3C2)cc1 (centres undefined)	-5%
12	CC(C)(C)NC(=O)C(c1cccs1)N(Cc1cccs1)C(=O)c1csnn1 (centres undefined)	1%

Next part.
[13] COc1ccc(OC2C(O)COC2/C=C/C#Cc2ccccc2)cc1 (centres undefined)
[14] COc1ccc2c(c1)[nH]c1c(=O)n(CC3CCCO3)cnc12 (centres undefined)
[15] CCOC(=O)c1c(C2CC2)csc1NC(=O)CSCc1c(C)noc1C
[16] COc1ccc([N+](=O)[O-])cc1NC(=O)C(C)N(C)Cc1ccc(Br)cc1 (centres undefined)
[17] C[N+](C)(C)CCC(=O)c1cccc2ccccc12
[18] Cc1nc(-c2ccc(S(=O)(=O)N3CCN(CCc4ccccc4)CC3)s2)cs1
assay / compound	13	14	15	16	17	18
TRb SRC2 PPI	-1%[11.2 µM]	-3%	5%	-6%	2%&-3%	2%
GAA inh	.	-3%	-9%	-6%	.	.
RECQ1 helicase	-14%[11.5 µM]	-9%	i	-10%	-11%&6%	i
aGlu spleen mod	-1%[17.4 µM]	-4%	-1%	-8%	-4%&0%	-11%
GoLoco inh red	.	9%	10%	3%	25µM*!	2%
L3MBTL1 inh	.	.	6%	-13%	.	4%
GAA glycogen mod	.	3%	7%	2%	.	2%
TR SRC2 fluor cs	-2%[11.2 µM]	-2%	2%	-2%	1%&0%	1%

[19] O=C(CCc1nc(-c2cccs2)no1)Nc1cnc2ccccc2c1
[20] Cc1cc(-c2ccco2)n(CC(=O)NCc2ccccc2)n1
[21] CCC1(C)Cc2c(c(=O)n(-c3ccccc3)c3ncnc(N)c23)CO1 (centres undefined)
[22] O=C(Nc1cccc([N+](=O)[O-])c1)c1ccc2c(c1)OCCO2
[23] Nc1cc(=O)[nH]c(SCCOc2ccccc2)n1
[24] CCOc1cccc(-c2cc(C(=O)N/N=C/c3ccc(OC)c(CN4CCOCC4)c3)c3ccccc3n2)c1
assay / compound	19	20	21	22	23	24
TRb SRC2 PPI	0%	-10%	-1%	3%	-11%	-3%
GAA inh	-2%	-14%	2%	0%	?	-10%
RECQ1 helicase	-5%	-4%	0%	i	15%	-6%
aGlu spleen mod	-4%	6%	-5%	-6%	6%	6%
GoLoco inh red	-1%	1%	-2%	-7%	16%	21%
L3MBTL1 inh	1%	.	9%	1%	5%	-1%
GAA glycogen mod	5%	2%	-3%	-12%	8%	0%
TR SRC2 fluor cs	-3%	-1%	-3%	1%	-2%	2%

[25] Cc1cc(NC(=O)c2cc3n(n2)C(C(F)(F)F)CC(c2ccco2)N3)no1 (centres undefined)
[26] CCOc1ccc(NC(=O)c2nn(C)cc2Br)cc1
[27] Cc1ccc(NC(=S)Nc2cccc3cnccc23)cc1C
[28] CCOC(=O)Cn1cc(/C=N/NC(=O)CC#N)c2ccccc21
[29] Cc1sc2nc(CN3CCOCC3)[nH]c(=O)c2c1-c1ccccc1
[30] CC(=O)N1CCC(Nc2ccc(C)cc2)CC1
assay / compound	25	26	27	28	29	30
TRb SRC2 PPI	1%	0%	8%	-1%	7%	3%
GAA inh	?	2%	13%	3%[15.4 µM]	-11%	-3%
RECQ1 helicase	-6%	i	5%	-11%	3%	-8%
aGlu spleen mod	12%	5%	2%	-3%	-1%	-1%
GoLoco inh red	27%	.	28%	13%	1%	-11%
L3MBTL1 inh	.	2%	-23%	0%	-12%	.
GAA glycogen mod	9%	-15%	-17%	-8%	-4%	14%
TR SRC2 fluor cs	-3%	1%	3%	1%	0%	0%

[31] CCc1nnc(NC(=O)c2ccc(S(=O)(=O)N3CCc4ccccc4C3)cc2)s1
[32] COc1ccc2c(c1)CCc1c(C(=O)N3CCCCCC3)noc1-2
[33] Cc1ccc(C(=O)N/N=C/c2ccc(N3CCOCC3)cc2)c(C)c1
[34] NNC(=S)NCCc1ccccc1
[35] O=S(=O)(c1cccs1)N1CN(Cc2ccccc2)c2nc3ccccc3nc21
[36] CC(C(=O)NCCCN1CCOCC1)n1cccc1C(=O)c1ccccc1 (centres undefined)
assay / compound	31	32	33	34	35	36
TRb SRC2 PPI	4%	1%	-7%	-2%	-15%	1%
GAA inh	-1%	7%	-8%	3%	-11%	0%
RECQ1 helicase	-3%	?	8%	i	0%	-4%
aGlu spleen mod	-5%	-3%	-7%	0%	5%	-3%
GoLoco inh red	9%	8%	-9%	-2%	1%	-4%
L3MBTL1 inh	-17%	0%	-11%	-2%	0%	2%
GAA glycogen mod	9%	-8%	-1%	?	-10%	-3%
TR SRC2 fluor cs	-2%	-2%	-2%	6%	-3%	-1%

[37] CCN(CC)c1ncnc2c1cnn2C
[38] CC(=O)c1cc(-c2ccccc2)[nH]c1N1CCOCC1
[39] Oc1ccc2ccccc2c1CN1CCCC1
[40] CCCOc1ccc(/C(O)=C2/C(=O)C(=O)N(CCCOC)C2c2cccnc2)cc1 (centres undefined)
[41] COc1cc2c(cc1O)C(Cc1ccc(O)cc1)N(C)CC2 (centres undefined)
[42] NC(=O)c1c(NC(=O)C2CCCO2)sc2c1CCC2 (centres undefined)
assay / compound	37	38	39	40	41	42
TRb SRC2 PPI	-4%	0%	-2%	-11%	-5%	-4%
GAA inh	-8%[15.4 µM]	5%	?	-1%	.	-2%
RECQ1 helicase	-9%	-7%	-16%	-18%	-2%	12%
aGlu spleen mod	1%	5%	-13%	1%	-7%	-13%
GoLoco inh red	1%	-4%	13%	-2%	0%	-3%
L3MBTL1 inh	8%	.	-7%	-1%	.	0%
GAA glycogen mod	6%	14%	-17%	3%	.	5%
TR SRC2 fluor cs	-3%	3%	-4%	-2%	-1%	-3%

[43] CN(O)C(=O)Nc1ccc([N+](=O)[O-])cc1
[44] CSc1nc(C)c(Cc2c(F)cccc2Cl)c(=O)[nH]1
[45] COc1ccccc1Nc1nnc(SCC(=O)N2CC(=O)Nc3ccccc32)s1
[46] O=C(O)CC(Cc1ccccc1)c1ccc2c(c1)OCO2 (centres undefined)
[47] CC(C)(C)NC(=O)CN(Cc1ccc2c(c1)OCO2)C(=O)CNC(=O)c1cccs1
[48] COc1ccc(NC(=O)CSc2nc3ccsc3c(=O)n2Cc2ccccn2)c(OC)c1
[49] Cc1cccc(-c2c3c(=O)n(C)c(=O)n(C)c3cn2C2CCCCC2)c1
[50] O=C(CCS(=O)(=O)c1cccc2nonc12)N1CCCc2ccccc21
assay / compound	43	44	45	46	47	48	49	50
TRb SRC2 PPI	-6%	5%	-4%	-19%	-10%	-6%	-2%	-5%
GAA inh	0%	-5%	-5%	-6%	11%	-4%	-9%	-12%
RECQ1 helicase	i	-4%	-4%	8%	0%	3%	-7%	-3%
aGlu spleen mod	0%	1%	2%	-24%	1%	5%	-11%	0%
GoLoco inh red	-1%	4%	.	2%	18%	5%	-8%	20%
L3MBTL1 inh	3%	1%	8%	3%	2%	.	-1%	-17%
GAA glycogen mod	?	7%	-5%	0%	5%	2%	5%	4%
TR SRC2 fluor cs	-2%	1%	-7%	0%	0%	-1%	-4%	-2%
